Screens deposited in PubChem BioAssay by several laboratories.
Peg3 prom inh = inhibitors of Peg3 promoter | HeLa PEG-Prom luciferase reporter, luminescence, overnight | inhibition, % at 20 µM | actives 1.7% (n = 360,000) | AID 588405;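 active = inhibition of at least 50% at 20 µM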
CF NFkB block = inhibitors of cystic fibrosis induced NF-kB; KKLEB NF-kB-GFP reporter, PAF-induced, GFP fluorescence overnight; actives 0.86% (n = 360,000); inhibition, % at 5 µM;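 active = at least 50% inhibition at 5 µM, scaled per plate between neutral and stimulator controls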;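 note: PAF is a Pseudomonas aeruginosa culture filtrate used as stimulus; plate controls were PAF-stimulated DMSO wells for no effect and unstimulated DMSO wells for full effect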
NR2E3 ag-1 = human photoreceptor-specific nuclear receptor agonism | AID 602229 | actives 0.35% (n = 360,000) | Q9Y5X4 | CHO-S Gal4-NCOR/VP16-NR2E3 two-hybrid, luciferase | inhibition of corepressor binding, % at 3.98 µM;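 active = inhibition above the mean of all tested compounds plus 3 SD, cut at about 70% in these data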;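 note: 0% = DMSO with NR2E3 transfected cells and 100% = cells lacking NR2E3 construct; higher means lower luciferase signal from less NR2E3 corepressor binding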
Target sequence (Q9Y5X4 whole entry, looked up, the tested form may be a part): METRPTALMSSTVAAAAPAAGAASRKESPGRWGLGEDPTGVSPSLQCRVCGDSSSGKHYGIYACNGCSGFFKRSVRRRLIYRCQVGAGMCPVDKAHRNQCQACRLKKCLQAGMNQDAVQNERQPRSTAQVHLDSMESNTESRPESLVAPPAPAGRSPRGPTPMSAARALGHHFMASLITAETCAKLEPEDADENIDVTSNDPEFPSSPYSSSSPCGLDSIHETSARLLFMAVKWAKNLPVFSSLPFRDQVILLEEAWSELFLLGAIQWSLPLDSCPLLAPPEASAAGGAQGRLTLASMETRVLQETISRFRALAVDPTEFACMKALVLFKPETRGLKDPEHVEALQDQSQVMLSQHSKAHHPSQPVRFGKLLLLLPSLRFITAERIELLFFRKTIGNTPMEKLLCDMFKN
TRAIL sens C8 = sensitizes caspase-8 expressing cells to TRAIL; AID 624354; inhibition (viability loss, TRAIL sensitization), % at 10 µM; actives 1% (n = 360,000); NB7+C8 cells + TRAIL, ATPlite viability luminescence;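 active = compounds causing at least 50% loss of cell viability in the single-dose screen, relative to plate controls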
TRPM1 prom inh = MITF TRPM1 promoter inhibition in SK-MEL-5 cells. SK-MEL-5 TRPM1 promoter luciferase, 24 h. AID 488899. actives 0.83% (n = 330,000). inhibition, % at 12.5 µM;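 active = mean inhibition across replicates of 60% or more, whatever share of single replicates reaches that level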; note: values of inactives mirror those of a sister screen read the other way
NR2E3 ag-2 = agonists of human nuclear receptor NR2E3. Q9Y5X4. GST-NR2E3/biotin-RetCOR TR-FRET, 1536-well. inhibition of corepressor binding, % at 4.78 µM. actives 0.12% (n = 320,000). AID 2300;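 active = percent inhibition above the cutoff of mean plus 3 SD of all tested compounds, set per screening campaign, cut at about 20% in these data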;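 note: 0% = DMSO wells and 100% = biotin wells as full block of FRET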
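System: GST-NR2E3 and biotin-RetCOR proteins; probe or stimulus: 7 nM biotin-RetCOR; doses: compound at 4.8 µM, single dose; schedule: Compound–protein incubation for 5 h at 4 °C; detection: time-resolved FRET; read-out: percent inhibition; controls: biotin wells as high control, 0.6% DMSO wells as low control; format: 1536-well plates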
iPSC survival up = increases survival of single human iPS cells; survival enhancement, % at 20 µM; AID 602274; hiPSC single-cell survival, ATPlite luminescence; 100% = ROCK inhibitor wells, 0% = DMSO; actives 0.044% (n = 360,000); in the data active = survival enhancement above about 18%;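 note: cells exposed to compounds for 16 hours before the ATP read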
KKLEB tox = counter-screen for CF NF-kB inhibitors: cytotoxicity. KKLEB CF airway cells viability, ATPlite luminescence, overnight; stronger effect = lower value; cells stimulated with P. aeruginosa culture filtrate. activity change (cytotoxicity), % at 5 µM. actives 0.36% (n = 360,000). AID 602141;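 active = corrected activity change at or below -50% at 5 µM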
LMP1 NFkB inh = inhibitors of Epstein-Barr LMP1-induced NF-kappaB reporter | actives 0.69% (n = 350,000) | inhibition, % at 12.5 µM | LMP1-induced NF-kappaB luciferase reporter cells, luminescence; in the data active = inhibition above about 41%;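 note: 0% = neutral control wells and 100% = reference inhibitor control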
HIF-2a inh = HIF-2a inhibition; 786-0 RCC cells HIF-2a reporter, luciferase luminescence, overnight; inhibition, % at 18.8 µM; actives 0.72% (n = 360,000); AID 624352;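 active = inhibition of the luminescence signal of 40% or more relative to plate controls, in a single-dose primary screen at 18.75 µM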
Shn3 inh set2 = reduces Shn3 3'UTR luciferase signal in osteoblasts. Clone20 osteoblast Shn3 3'UTR firefly luciferase, 24 h. inhibition, % at 12.5 µM. actives 0.52% (n = 360,000);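 active = mean inhibition of at least 75% with every replicate also reaching 75%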;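 note: 0% = median of neutral control wells and 100% = pilot-screen positive control compound; some compounds past the cut are filed as inactive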
* = called active by the depositor; x = not tested or not shown. A portion of the library. The share of hits here may be higher or lower than overall.

The line under a structure holds: Peg3 prom inh, CF NFkB block, NR2E3 ag-1, TRAIL sens C8, TRPM1 prom inh, NR2E3 ag-2, iPSC survival up, KKLEB tox, LMP1 NFkB inh, HIF-2a inh, Shn3 inh set2
[1] COC(=O)C1=C(c2c(C)noc2C)C[C@@H]2CC[C@H]1N2C(=O)NCCO
  -4, -12, -22, 0, -3, -1, -3.5, 1, 9, -6, -9
[2] Cc1cccc2c1N(N=O)CCC2
  18, 7, -16, 3, -2, 1, -0.8, -5, -5, 19, 20
[3] Cc1cc(/C=C2\C(=O)NC(=O)N(c3cccc(Br)c3)C2=O)c(C)n1C
  5, 7, -11, 11, 7, 1, 1.5, -1, -3, 4, -1
[4] Cc1cc(C)nc(N2Cc3ccccc3C2=N)n1
  -3, -42, -32, -4, -3, -4, -0.1, -10, 5, -12, -36
[5] CCCSP1(=S)NCCCO1 (stereo unspecified)
  13, 12, 19, -8, 13, 9, 1.8, -2, 6, 10, 8
[6] Cc1ccc(-c2nn(Cc3ccccc3)cc2C=O)cc1C
  -106, -12, -10, 0, 8, 1, 2.1, -4, -1, -144, -15
[7] Cn1c(C(=O)O)c(CC(=O)N2CCN(Cc3ccccc3)CC2)c2ccccc21
  21, 1, 12, -5, 8, 2, 3.1, 0, -3, 24, -7
[8] C[C@@H]1CN([C@H](C)CO)C(=O)CCCn2nncc2CO[C@H]1CN(C)C(=O)Oc1cccc2ccccc12
  2, -25, -3, -25, x, x, 2.2, -6, -2, 10, 2
[9] CN1CCN(CCC(C#N)(c2ccccc2)c2ccccc2)CC1
  -6, 7, -3, 8, -4, 3, -4.6, -6, -7, 4, -2
[10] COc1ccccc1OP(=O)(Nc1cccnc1)Oc1ccccc1OC
  45, 33, 28, 25, -2, 0, 1.2, -12, 1, 12, 21
[11] N#Cc1ccc(NC(=O)CCNC(=O)c2ccco2)cc1Cl
  -13, -2, 3, -5, -3, -1, 0.1, 5, -4, 8, 3
[12] Cc1ccc(NC(=O)N2CC2)cc1NC(=O)N1CC1
  17, 16, -1, 5, -1, x, -2.7, -6, 3, 8, -22
[13] CCC(C(=O)N1C[C@H]2C[C@@H](C1)c1cccc(=O)n1C2)c1ccccc1 (stereo partly specified)
  -2, 18, -14, -6, -6, 5, 0.0, 3, 0, 7, 12
[14] O=c1[nH]c2ccccc2n1C1CCN(C(c2nnnn2C2CCCC2)C2CC2)CC1 (stereo unspecified)
  11, 12, -8, -3, x, x, 1.5, 6, x, -11, -11
[15] Cc1oc(-c2ccccc2)nc1CN1C(=O)C(C)N=C(c2ccccc2F)c2cc(Cl)ccc21 (stereo unspecified)
  18, -2, 1, 3, x, 3, 7.9, 2, 4, 5, 18

The list continues:
The line under a structure holds: Peg3 prom inh, CF NFkB block, NR2E3 ag-1, TRAIL sens C8, TRPM1 prom inh, NR2E3 ag-2, iPSC survival up, KKLEB tox, LMP1 NFkB inh, HIF-2a inh, Shn3 inh set2
[16] CN(C)C1(c2nnnn2CCOC(=O)Nc2ccc(Cl)cc2)CCCCC1
  -12, -4, -20, -4, -3, -1, -2.5, 0, 3, -24, 13
[17] O=c1cc(CN2CC=C(c3ccccc3)CC2)c2c(ccc3ccccc32)o1
  11, -27, -13, -3, 11, 4, 0.5, 0, 2, -3, 18
[18] CC(=NCC1CCCO1)c1c(O)n(-c2ccc(Cl)cc2)c(=O)[nH]c1=O (stereo unspecified)
  6, 4, 4, -12, 0, 0, -0.2, -1, -7, 1, -1
[19] CCOP(=O)(OCC)C(O)c1ccc(OC)cc1OC (stereo unspecified)
  14, -2, -1, 9, 5, 5, 0.4, -4, -2, 21, -23
[20] CN1CCN(c2cc(N3CCNCC3)ccc2[N+](=O)[O-])CC1
  -6, -3, -38, -3, -18, 1, -1.2, 3, -4, 7, 4
[21] O=C1C=C(N2CC2)c2ccccc2C1=O
  17, 60*, -11, 33, x, x, -1.1, 1, 5, 18, -4
[22] CN1CCCC1c1ccc(=O)[nH]c1 (stereo unspecified)
  7, 4, -17, -5, 5, x, 3.0, 2, 0, 7, 4
[23] COc1ccc2c3c1OC1C(O)C=CC4[C@@H](C2)N(C)CC[C@]314 (stereo partly specified)
  -20, -7, -10, -7, 4, x, -2.1, 8, -9, 2, -8
[24] CCN(CC)C(=O)c1ccc(NC(=O)COC(=O)c2ccc(Cl)s2)cc1
  -2, 14, -19, -12, 1, 4, -0.3, -1, 2, -7, 3
[25] CCCNC(=O)N1[C@H]2CC[C@@H]1C(C(=O)OC)=C(c1cccc(Cl)c1)C2
  0, -13, 17, 4, 12, 1, -0.1, 5, -4, 13, 9
[26] CCCC(C)C1C(C#N)=C(N)Oc2c1c(=O)oc1ccccc21 (stereo unspecified)
  16, 4, -20, 5, -2, 5, 5.1, -2, -20, 9, 9
[27] COc1cccc(CN2CCCC(C(=O)c3ccccc3SC)C2)c1O (stereo unspecified)
  8, 6, -17, 1, 4, 0, -0.4, -8, 3, 18, 29
[28] CCc1ccc(-n2c(O)c(/C=N/NC(=O)c3ccncc3)c(=O)[nH]c2=O)cc1
  -1, -26, -26, -2, 6, 0, -0.4, 4, -7, 23, -1
[29] CCC(=Nc1ccccc1N)c1c(O)[nH]c(=O)[nH]c1=O
  -30, 1, -104, 3, 5, 0, -0.2, 5, 3, -95, -11
[30] COc1ccc(-n2c(O)c(/C(C)=N/Nc3ccccc3)c(=O)[nH]c2=O)cc1
  -4, 1, 22, 0, 5, -2, 0.5, 6, -17, 9, 4

Going on with the list.
The line under a structure holds: Peg3 prom inh, CF NFkB block, NR2E3 ag-1, TRAIL sens C8, TRPM1 prom inh, NR2E3 ag-2, iPSC survival up, KKLEB tox, LMP1 NFkB inh, HIF-2a inh, Shn3 inh set2
[31] Cc1c(C)c2ccc(OCC(=O)N3CCC(C(=O)O)(c4ccccc4)CC3)c(C)c2oc1=O
  16, -1, -3, -3, x, 8, 3.6, 16, 3, -8, -21
[32] COc1cccc(Oc2coc3cc(OC(=O)N(C)C)ccc3c2=O)c1
  -29, -10, -6, -3, 12, 0, -0.2, 7, 5, -49, -35
[33] O=C(O)C1C2CCC(O2)C1C(=O)Nc1ccc(F)c(F)c1 (stereo unspecified)
  11, -10, -8, 4, -16, 5, -0.7, -3, 1, 9, -25
[34] C(=NC1CCCCC1)c1c[nH]c2ccccc12
  -7, 22, -5, -8, 13, x, -2.7, -8, -8, 2, 7
[35] CC(C)COc1ccc(Cc2c(O)[nH]c(=S)[nH]c2=O)cc1
  12, 6, 5, -2, 20, -1, 2.6, -9, -1, 4, 9
[36] C[N+](C)(C)CC1CCCc2ccccc2C1=O (stereo unspecified)
  24, 30, -7, 13, -2, x, -3.7, -8, 6, 10, 1
[37] Clc1ccc(C(Cl)(Cl)Cl)c(Cl)c1
  0, -30, 9, 4, 9, 5, 0.3, 11, 2, 8, 15
[38] COc1cc(OC)c([C@H]2C=C(C)[C@H]3C[C@@H]2C3(C)C)c(OC)c1
  7, 9, -4, 1, -13, -1, -0.7, 6, -2, 16, 9
[39] Cc1cccc(C)c1NC1=NCCCS1
  2, -17, 6, -2, 2, 4, -2.0, 10, -4, 2, 4
[40] CCC(=NCc1ccco1)c1c(O)n(-c2ccc(C)cc2)c(=O)[nH]c1=O
  -148, -11, -10, -5, -21, -2, 3.0, -10, -1, -167, 43
[41] CC(=O)CCC(C)=O
  18, 10, -28, 7, 0, 2, 3.7, -12, -1, 6, -5
[42] O=C(N/N=C/c1c(O)n(CCc2ccccc2)c(=O)[nH]c1=O)c1ccncc1
  -6, -6, -8, 1, 0, -2, 5.4, 6, -1, 11, -3
[43] OCC1CO1 (stereo unspecified)
  -1, -10, 1, -5, -2, 2, -2.6, 4, -3, 7, 0
[44] S=C=Nc1ccccn1
  -55, 9, -25, -5, -2, 3, -1.9, 3, -1, -158, -13
[45] O=P(/C(=N/O)N1CCOCC1)(N1CCOCC1)N1CCOCC1
  4, -7, -25, -6, 9, 5, -2.1, 7, 6, 17, 9

Going on with the list.
The line under a structure holds: Peg3 prom inh, CF NFkB block, NR2E3 ag-1, TRAIL sens C8, TRPM1 prom inh, NR2E3 ag-2, iPSC survival up, KKLEB tox, LMP1 NFkB inh, HIF-2a inh, Shn3 inh set2
[46] CCCCn1nnnc1C(c1cccc(OC)c1OC)N1CCC2(CC1)C(=O)NCN2c1ccccc1 (stereo unspecified)
  28, 5, -11, -23, x, x, -0.3, -2, x, 19, -9
[47] CCN1CCN(c2ccc([N+](=O)[O-])cc2C#N)CC1
  13, 6, -1, -2, 8, 8, 1.7, 2, -2, 16, 2
[48] COc1ccc(P2(=O)Nc3ccccc3N2)cc1
  -24, -65, -154, 5, 5, -1, 6.0, 5, 7, -143, -26
[49] COC(=O)C1=C(c2ccc(Cl)c(C(F)(F)F)c2)C[C@@H]2CC[C@H]1N2C(=O)NCC1CC1
  6, 0, -6, 7, -12, 2, -1.4, -13, 6, 5, 12
[50] CSc1nc(C)c(Br)c(N2CC2)n1
  -46, 0, 5, 4, -10, x, -1.6, -1, -1, 19, -10
[51] CC(C)N(C(=O)CCl)c1ccccc1
  -6, 8, 13, 91*, 38, x, -4.2, 0, -11, -3, -84
[52] C[C@H]1C(=O)O[C@@H]2CCN3CC=C(COC(=O)[C@](C)(O)[C@]1(C)O)[C@H]23
  1, 3, -35, -8, -17, 6, -1.2, -2, 2, -1, 21
[53] C=CCn1c(O)c(/C(C)=N/N2CCN(C)CC2)c(=O)[nH]c1=O
  -10, -9, 13, -1, 5, 1, 1.6, -2, 2, 14, -11
[54] C/C(=N\N1CCCCCC1)c1c(O)n(-c2ccccc2C)c(=O)[nH]c1=O
  8, 2, -13, -37, 12, -1, -0.7, -8, -11, 17, 17
[55] CCC(=NCc1ccco1)c1c(O)n(-c2ccccc2)c(=O)[nH]c1=O
  10, 2, -18, 6, 4, 4, 1.0, -4, -1, 19, 21
[56] Cc1ccccc1-n1c(O)c(C=Nc2ccc3c(c2)OCO3)c(=O)[nH]c1=O
  -7, 13, -2, -25, -2, 1, -1.9, -23, -8, -11, 4
[57] COC(=O)c1nc(-c2ccc3c(n2)C(=O)C(N)=C(OC)C3=O)c(N)c(-c2ccc(OC)c(OC)c2O)c1C
  53*, 89*, 1, 46, 100*, -3, -0.7, -28, -4, 37, 46
